Source: PubChem
LRH-1 inv ag = LRH-1 (NR5A2) inverse agonists, primary screen, cell-based, luminescence, HEK293T, StAR-luciferase reporter | Nuclear receptor subfamily 5 group A member 2 (Homo sapiens), O00482 | LRH-1 transfected, 24 h | inhibition, % at 3.6 µM | 0.13% of 360,000 active | AID 602396, 2012;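 active = inhibition above the mean inhibition of all tested compounds plus 3 SD, cut at about 73% in these data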;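 note: 0% = DMSO wells and 100% = reporter-only cells lacking LRH-1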
Target sequence (O00482 whole entry, looked up): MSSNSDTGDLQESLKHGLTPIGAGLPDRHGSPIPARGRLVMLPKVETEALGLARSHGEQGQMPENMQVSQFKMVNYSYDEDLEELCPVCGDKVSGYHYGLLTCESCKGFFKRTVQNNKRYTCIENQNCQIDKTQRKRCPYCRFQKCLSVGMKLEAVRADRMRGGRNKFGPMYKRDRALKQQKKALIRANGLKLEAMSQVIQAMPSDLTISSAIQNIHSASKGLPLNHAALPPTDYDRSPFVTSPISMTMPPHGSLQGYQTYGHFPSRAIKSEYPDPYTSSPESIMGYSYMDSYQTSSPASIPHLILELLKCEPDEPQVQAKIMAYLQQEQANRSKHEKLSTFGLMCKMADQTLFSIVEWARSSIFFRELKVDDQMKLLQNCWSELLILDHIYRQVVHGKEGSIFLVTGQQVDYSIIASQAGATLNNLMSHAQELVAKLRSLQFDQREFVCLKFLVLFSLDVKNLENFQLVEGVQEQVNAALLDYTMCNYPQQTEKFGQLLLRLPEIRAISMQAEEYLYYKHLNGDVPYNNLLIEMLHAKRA
NCOA3 inh = SRC3 coactivator transcriptional activity inhibitors, primary screen, cell-based, luminescence. inhibition, % at 3.6 µM. HEK293 GAL4-SRC3 luciferase reporter. AID 588352, 2011. Nuclear receptor coactivator 3 (Homo sapiens), Q9Y6Q9. 0.17% of 360,000 active;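 active = inhibition above a per-campaign cutoff, the mean of all compounds plus 3 SD, cut at about 60% in these data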;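 note: 0% = DMSO-treated cells and 100% = gossypol-treated cells at 36 µM; higher means less SRC3-driven luciferase light from the GAL4 reporter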
NCOA1 inh = SRC1 coactivator transcriptional activity inhibitors, primary screen, cell-based, luminescence | Nuclear receptor coactivator 1 (Homo sapiens), Q15788 | HEK293 GAL4-SRC1 luciferase reporter | inhibition, % at 3.6 µM | 0.12% of 360,000 active;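 active = inhibition above the campaign mean plus 3 SD, with each screening campaign given its own cutoff, cut at about 60% in these data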;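 note: 0% = DMSO treated cells and 100% = gossypol at 36 µM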
COUP-TFII inh = NR2F2 transcriptional activity inhibitors, primary screen, cell-based, luciferase reporter, HEK293T, luminescence | COUP transcription factor 2 (Homo sapiens), P24468 | HEK293T NGFI-A luciferase reporter | inhibition, % at 8.6 µM | 0.7% of 370,000 active | AID 686940, 2013;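 active = inhibition above a per-plate cutoff, mean inhibition of test wells between control levels plus 3 SD, cut at about 38% in these data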;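 note: cells cotransfected with COUP-TFII expression vector driving the NGFI-A reporter; 0% = median of COUP-TF2 test wells and 100% = reporter-only cells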
TRAIL sens C8 = viability loss with TRAIL in NB7+C8 cells, primary screen, TRAIL sensitizer project, cell-based, ATPlite luminescence | inhibition (viability loss, TRAIL sensitization), % at 10 µM | 1% of 360,000 active;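 active = compounds causing at least 50% loss of cell viability in the single-dose screen, relative to plate controls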
NCOA2 inhibitor = inhibition of GAL4-SRC2 driven luciferase reporter, primary screen, SRC2 inhibitor project, cell-based, luminescence; Nuclear receptor coactivator 2 (Homo sapiens), Q15596; HEK293 GAL4-SRC2 luciferase reporter; inhibition, % at 9 µM; 0.17% of 370,000 active; AID 651957, 2012;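 active = inhibition above the mean inhibition of all tested compounds plus 3 SD, set per campaign, cut at about 52% in these data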;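 note: 0% = DMSO treated cells and 100% = cells given Gossypol at 36 µM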
NOD2-RIPK2 inh = NOD2-RIPK2 binding disruptors in cells, primary screen, fluorescence, CHO cells, BLA complementation; 0.38% of 360,000 active; CCF4 ratio; inhibition, % at 4.98 µM; in the data active = inhibition above about 21%;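 note: 0% = vehicle only and 100% = reference blocker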
Target sequence (O43353 whole entry, looked up): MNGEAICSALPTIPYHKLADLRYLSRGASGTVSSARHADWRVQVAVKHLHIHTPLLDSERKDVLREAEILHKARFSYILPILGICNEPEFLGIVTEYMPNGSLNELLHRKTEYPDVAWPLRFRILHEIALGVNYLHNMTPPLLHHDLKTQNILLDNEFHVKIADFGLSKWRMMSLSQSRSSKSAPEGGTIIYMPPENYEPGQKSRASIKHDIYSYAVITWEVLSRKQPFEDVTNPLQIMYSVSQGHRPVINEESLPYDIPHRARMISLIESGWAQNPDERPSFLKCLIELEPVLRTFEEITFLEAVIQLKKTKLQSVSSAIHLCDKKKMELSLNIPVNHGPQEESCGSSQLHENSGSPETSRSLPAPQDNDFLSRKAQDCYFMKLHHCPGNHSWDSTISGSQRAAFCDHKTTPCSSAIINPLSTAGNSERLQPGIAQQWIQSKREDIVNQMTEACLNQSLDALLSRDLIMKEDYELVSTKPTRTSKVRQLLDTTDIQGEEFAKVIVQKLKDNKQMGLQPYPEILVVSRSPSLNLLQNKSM
Vif imaging = HIV Vif self-association inhibitors, primary screen, imaging, HEK293T, single point; HEK293T cells, Vif self-association by quenched fluorescence, 24 h; inhibition, % at 7.49 µM; 0.35% of 340,000 active; AID 602346, 2012; in the data active = inhibition above about 50%, passing the limit was not always enough; note: some results filed as inactive read as strong as hits
TLR9-MyD88 block = inhibitors of TLR9-MyD88 association in cells, primary screen, cell-based, CHO, BLA complementation, fluorescence | 0.21% of 340,000 active | CCF4 FRET ratio | inhibition, % at 4.98 µM | AID 504734, 2011 | Toll-like receptor 9 (Homo sapiens) + Myeloid differentiation primary response protein …;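 active = inhibition above the mean over all tested compounds plus 3 SD, cut at about 21% in these data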;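 note: 0% = DMSO only wells and 100% = clavulanate BLA inhibitor control wells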
LMP1 NFkB inh = EBV LMP1-driven NF-kappaB luciferase reporter inhibitors, primary screen, cell-based, luminescence, single point | 0.69% of 350,000 active | LMP1-induced NF-kappaB luciferase reporter cells | inhibition, % at 12.5 µM | AID 504558, 2011; in the data active = inhibition above about 41%;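 note: 0% = neutral control wells and 100% = reference inhibitor control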
TROY signal inh = inhibitors of TROY-driven NF-kB signaling, primary screen, Q293 LMP1-TROYcd cells, NF-kB luciferase, uHTS; Q293 LMP1-TROYcd NF-kB luciferase reporter, 4 h; inhibition, % at 10 µM; 0.98% of 360,000 active; AID 1347056, 2019;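 active = compounds whose plate-normalised and pattern-corrected inhibition of the luciferase reporter signal at the single screening dose is 50% or more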
The depositor's hits bear a star; i = inactive; . = not tested or not shown; & = joins results of further samples; ! = repeats disagree. A portion of the library; the hit share may differ from the screen's.

structure,LRH-1 inv ag,NCOA3 inh,NCOA1 inh,COUP-TFII inh,TRAIL sens C8,NCOA2 inhibitor,NOD2-RIPK2 inh,Vif imaging,TLR9-MyD88 block,LMP1 NFkB inh,TROY signal inh
Cc1ccc(OCc2ccc(C(=O)N3CCCC3)o2)c([N+](=O)[O-])c1,-6,-36,-14,-9,-3,-29,-5,-2,2,-1,5
CC(=O)N1N=C2/C(=C/c3ccccc3)CCCC2C1c1ccccc1 (stereo not drawn),4,9,0,8,4,-5,-3,0,2,3,10
O=C(NNC(=S)Nc1cccc(Cl)c1)c1ccccc1OC(F)F,14,-5,-5,2,-4,-6,-7,-3,-5,-2,22
N#C/C(=C\c1ccc(-c2ccc(C(=O)O)cc2)o1)C(=O)Nc1ccc(F)cc1,9,-25,-6,-28,14,-113,-2,-1,2,-1,-17
c1ccc2oc(-c3ccn[nH]3)cc2c1,-136,-62,-84,-58,1,-80,-7,10,-6,5,-48
O=C1OCCN1C(=O)[C@H]1[C@H](c2ccccc2)C(c2ccccc2)=NN1c1ccc(Br)cc1,8,17,9,15,-4,2,10,2,-2,-5,-1
CCCCc1c(-c2ccc(Cl)cc2)ncn1CCc1ccccc1OC,-4,.,.,12,32,13,-8,.,.,.,38
CCOC(=O)c1c(NC(=O)CN2C(=O)c3ccccc3C2=O)sc(Cc2ccc3c(c2)OCO3)c1C,-14,4,-6,-7,6,8,0,.,-1,-11,-3
CC1(C(=O)Nc2ccccc2Br)CCN1C(=O)CC1CC1 (stereo not drawn),-12,1,-15,8,-4,-7,-1,0,.,.,-18
CCN(C(=O)COC(=O)C12CC3CC(CC(O)(C3)C1)C2)c1c(N)n(Cc2ccccc2)c(=O)[nH]c1=O,12,-2,-1,-31,-9,0,-2,0,2,3,-2
COC(=O)c1ccccc1NC1=C/C(=N\S(=O)(=O)c2cccs2)c2ccccc2C1=O,9&6,-16&34,-13&-1,16,80*,3,-9&-6,-6&-6,-19&3,86*!,51*!
COc1ccccc1N(CC(=O)NCCSCc1ccc(Cl)cc1)S(C)(=O)=O,2,6,10,11,-11,-26,3,-1,-8,4,-14
C/C(=N\NC(=O)CSc1nc(C)cc(C)n1)c1cccc([N+](=O)[O-])c1,8,10,3,7,-6,18,-16,-2,-14,-3,-8
COc1cccc(CNC(=O)CSCC(=O)Nc2ccc(C)cc2)c1,-2,-9,-26,2,2,4,-3,-12,1,-2,-17
COc1ccc(CNC(=O)C(C)n2nc(C)n3c(cc4occc43)c2=O)cc1 (stereo not drawn),7,14,13,-5,-6,-15,-3,1,-5,-4,-17
CCn1c2ccccc2c2nnc(SCN3C(=O)c4ccccc4C3=O)nc21,14,12,-5,6,3,-19,-6,1,-1,-13,2
O=c1oc2ccccc2cc1-c1cn(-c2ccccc2)c(=S)[nH]1,31,53,39,82*,83*,80*,-1,-7,2,74*,90*
Cc1nc2ccccc2c(C)c1CC(=O)N(CC(C)C)c1c(N)n(Cc2ccccc2)c(=O)[nH]c1=O,-15,-5,-10,-9,4,-26,-5,3,-2,2,-2
COc1cc(-c2nc3ccc(N4CCN(C)CC4)cc3[nH]2)cc(OC)c1OC,8,16,-5,-92,15,-54,0,23,8,14,14
c1ccc(Cc2nnc3sc(-c4ccccn4)nn23)cc1,-16,2,-8,-13,-22,-7,-4,-6,8,-7,-22
CC1CCc2nc(N)c(C#N)c(-c3ccncc3)c2C1 (stereo not drawn),2,4,-4,-13,8,-6,0,2,-6,6,-12
Cc1ccccc1OCC(=O)Nc1ccc(S(=O)(=O)N2CCCC2)cc1,3,9,-10,19,7,3,8,-11,-5,-3,1
O=C(Nc1cc(NC(=O)c2ccccc2F)ccc1Cl)c1ccccc1,-3,-1,-15,14,17,-28,-6,-10,-13,0,-35
CC(C)n1c(=O)c2ccccc2n1Cc1cn(Cc2cccnc2)nn1,17,13,12,12,-4,-9,3,0,.,.,9
CCN(CC)c1ccc(C(NC(=O)C(C)C)c2ccc3cccnc3c2O)cc1 (stereo not drawn),96*,50,43,-23,5,32,2,.,6,72*,6
CC(C)c1ccc(NS(=O)(=O)c2cccc3cccnc23)cc1,-7,5,13,17,-20,-5,-1,-6,-6,5,13
CCOC(=O)C1(Cc2ccccc2C)CCCN(C(=O)CN2C(=O)CSC2=O)C1 (stereo not drawn),9,-14,-13,-22,5,-7,7,0,10,-4,-32
O=S(=O)(c1ccccc1)N1N=C(c2ccccc2)CC1c1ccccc1 (stereo not drawn),20,14,2,-3,2,18,-5,16,-11,7,14
CC1CCCCC12NC(=O)N(CC(=O)OCC(=O)Nc1ccc(F)cc1[N+](=O)[O-])C2=O (stereo not drawn),-1,-40,-2,-1,-10,-10,-6,22,5,-5,2
CCSc1nc2ccccc2n1C(=O)c1ccc(S(=O)(=O)N2CCCCC2)cc1,-3,6,-9,-10,-5,-20,3,5,2,-20,-18
COc1ccc(S(=O)(=O)NCCOc2cccc3cccnc23)cc1OC,-3,-8,-4,-16,-6,2,-7,.,4,3,6
COCOc1ccc(-c2cc(=O)c3c(OCOC)cc(OCOC)cc3o2)cc1,17,-18,-45,.,47,.,-6,-22,.,.,-67
Cc1ccc(C(=O)C(C)Oc2ccc3ccc(=O)oc3c2)cc1 (stereo not drawn),-28,-11,-13,8,8,16,4,-5,-11,-4,11
CCn1c(SCC(=O)N2CCC(C(N)=O)(N3CCCCC3)CC2)nnc1-c1ccccc1,4,18,-84,2,-12,-25,-11,4,3,1,-6
CN(C)c1nc(-c2ccccn2)nnc1-c1ccccc1,32,11,-11,-29,-16,18,1,27,-1,-18,-18
Cc1cccc(C)c1NC(=O)c1c[nH]c2ccccc12,-75,-78,-53,-20,3,-30,-4,-6,0,.,-66
Cc1cc[n+](CC(=O)c2ccccc2)c2ccccc12,0,-6,-16,-23,6,4,2,-2,5,1,6
CCN(CC)C(=O)Cn1cc(C(=O)C(=O)N2CCN(c3ccc(OC)cc3)CC2)c2ccccc21,9,-19,-1,17,-1,-6,-7,-8,-7,11,-2
CC(=O)c1c(C)[nH]c(C(=O)CSc2nnc(N)s2)c1C,-4,12,-22,-43,-8,-14,-4,7,-16,29,-29
COc1ccc(S(=O)(=O)N2CCCC2c2cccs2)cc1 (stereo not drawn),1,3,-3,-11,11,-2,-9,-4,7,-2,14
COc1ccccc1NC(=O)C1=C(C)Nc2nc(CCCO)nn2C1c1ccc2c(c1)OCO2 (stereo not drawn),-17,9,-59,7,0,23,-6,16,-1,2,-7
O=C(c1[nH]ncc1-c1ccccc1)C1CO1 (stereo not drawn),-3,14,2,12,-3,-1,-5,-7,1,-67,10
CC(C)(C)NC(=O)NC(=O)CN1CCCc2ccccc21,2,-1,-4,-29,0,-14,7,i,0,-6,-27
O=C1C2C(c3ccccc3)C=CC(c3ccccc3)C2C(=O)N1c1ccccn1 (stereo not drawn),2,20,9,12,-1,-20,6,-12,2,0,-4
CCN(Cc1nc2ccccc2c(=O)[nH]1)Cc1cc(=O)oc2cc(C)c(C)cc12,19,7,-3,-12,8,-13,0,-5,-6,5,-4
COc1ccc(C(CNC(=O)c2ccc(C)o2)N2CCOCC2)cc1 (stereo not drawn),-4,-9,-8,-12,-2,19,-14,12,0,0,-17
O=C(c1c[nH]c(C(=O)C(Cl)(Cl)Cl)c1)c1ccc(F)cc1Cl,-2,-2,0,-3,-3,18,1,-1,13,3,-8
CSc1cccc(NC(=O)CCCOc2ccc(Cl)cc2Cl)c1,5,6,-14,-21,19,12,2,4,4,16,3
COc1cc(C(=O)OCC2CC(c3ccccc3)=NO2)cc(OC)c1OC (stereo not drawn),7,9,-2,-2,21,-32,-6,-3,-4,-5,-6
CCOc1ccc2oc(C(=O)OCC(=O)NC3CC3)c(C)c2c1,-7,4,15,13,-5,0,-2,-11,14,-15,-17

NCOA2 inhibitor, what is marked active above
SMILES | LRH-1 inv ag | NCOA3 inh | NCOA1 inh | COUP-TFII inh | NCOA2 inhibitor | NOD2-RIPK2 inh | Vif imaging | TLR9-MyD88 block | LMP1 NFkB inh
O=c1oc2ccccc2cc1-c1cn(-c2ccccc2)c(=S)[nH]1 | 31 | 53 | 39 | 82* | 80* | -1 | -7 | 2 | 74*

Other entries follow:
structure,LRH-1 inv ag,NCOA3 inh,NCOA1 inh,COUP-TFII inh,TRAIL sens C8,NCOA2 inhibitor,NOD2-RIPK2 inh,Vif imaging,TLR9-MyD88 block,LMP1 NFkB inh,TROY signal inh
CCCN(CCC)CCNS(=O)(=O)c1ccc2c(c1)oc(=O)n2C,2,17,0,11,-13,-24,3,-2,-10,-1,-16
CC1(C)CC(=O)c2sc(NC(=O)c3ccco3)nc2C1,-45,-64,-52,-8,49,-52,-11,15,-1,5,-46
COc1ccc(C)cc1NC(=O)CN(c1ccccc1)S(C)(=O)=O,21,9,3,7,-3,6,-1,-2,0,2,3
Cc1[nH]n(-c2ccccc2)c(=O)c1C=Nc1ccc(S(=O)(=O)N(C)C)cc1,-3,-5,3,-6,18,-25,1,-1,-5,4,-9
O=C(CN1CCC(NC(=O)c2ccccc2F)CC1)NCc1ccc(F)cc1,0,-10,1,-28,-4,-27,9,-4,2,-23,-3
Cc1ccc(N2CC(C(=O)NC3CC3)CC2=O)cc1 (stereo not drawn),5,-3,-12,-3,2,13,-5,-5,-3,-2,-7
CCN(C[C@H]1N[C@@](C)(C(=O)OC)[C@H]2C(=O)N(Cc3ccccc3)C(=O)[C@@H]12)C(=O)COC,-5,2,-18,2,-4,-12,-3,-1,6,0,-8
CN1CC(C(=O)Nc2ccc(F)c(Cl)c2)CC1=O (stereo not drawn),9,-20,6,-25,-10,1,2,-3,2,-6,13
COc1cc(C2C(C#N)=C(N)N(c3cccnc3)C3=C2C(=O)CCC3)ccc1O (stereo not drawn),4,18,-8,-4,-8,-12,2,30,0,-4,15
Cc1ccc(C(=O)NCc2cccnc2)o1,-5,6,-4,-12,-10,3,3,8,1,-1,0
CCN(CC(=O)NCc1cccs1)S(=O)(=O)c1ccc(F)cc1,11,2,-4,-4,-2,-26,-11,1,-6,-3,9
NC(=O)N=Nc1c2[nH]c3ccccc3nc-2c2ccccc12,26,52,46,-30,15,-99,-11,-7,.,-25,-75
